HCV NS3h FP = hepatitis C NS3 helicase inhibition, primary screen; NS3h Cy5-dT15 DNA binding, fluorescence polarization; AID 687043; inhibition, % at 100 µM; actives 1.6% (n = 16,000);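 active = inhibition above the average over every tested compound plus 3 SD, cut at about 40% in these data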
Cy5 interf NS3h = Cy5 fluorescence interference, HCV helicase counter-screen | Cy5-dT15 DNA with NS3h; actives lie on both sides; signal over control mean, under 1 quenches | fluorescence interference ratio at 100 µM | actives 6% (n = 16,000) | AID 720488;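 active = compound fluorescence over control fluorescence at most 0.8, a quencher, or at least a set upper limit, an enhancer; inactive = ratio between 0.8 and the set upper limit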
* hit, by the source's call.

Molecule	HCV NS3h FP	Cy5 interf NS3h
CCN(CCN)c1ccc2c(=O)[nH][nH]c(=O)c2c1	16.4	1.07
CC(C)c1ccc(/C=C(\NC(=O)c2ccccc2)C(=O)NCc2ccco2)cc1	27.0	0.989
CCc1ccccc1NC1=C(Cl)C(=O)N(c2ccc(OC)cc2)C1=O	-1.3	0.972
COc1cc(C=C2C(=O)N(C)C(=O)N(C)C2=O)ccc1OCCOc1ccc([N+](=O)[O-])cc1	7.4	1.01
Cc1cccc(N2C(=O)NC(=O)/C(=C\c3ccc(O)c(Cl)c3)C2=O)c1	64.7*	1.02
COc1ccc2oc(=O)c(C(=O)Nc3cccc(Cl)c3)cc2c1	0.0	1.03
O=C1/C(=C/c2cc(Cl)cc(Cl)c2O)SC(=S)N1Cc1ccccc1	13.4	1.09
Cc1ccc2cccc(NS(=O)(=O)c3ccccc3)c2n1	4.7	0.965
CCOC(=O)C1(P(=O)(c2ccccc2)c2ccccc2)CCOCC1	-1.3	0.928
COc1cccc(N2C(=O)c3ccc(C(=O)NN4C(=O)c5ccccc5C4=O)cc3C2=O)c1	2.2	1.03
CCc1nnc(NC(=O)CN2CCN(C(=O)c3ccccc3)CC2)s1	-3.0	1.06
COc1cccc(OC)c1C(=O)NCC12CC3CC(C1)CC(CNC(=O)c1c(OC)cccc1OC)(C3)C2	2.7	1.07
O=C(O)CC1S/C(=N/N=C/C=C\c2ccccc2)N(c2ccc(O)cc2)C1=O (stereo not given)	0.0	1.04
O=C1C(=O)N(Cc2ccccc2)C(c2ccc(Cl)cc2)C1=C(O)c1ccccc1 (stereo not given)	8.0	1.02
O=C(Nc1ccc(N2CCOCC2)cc1)c1cccc(Cl)c1Cl	19.5	0.672*
CCOC(=O)c1ccc(N2C(=O)c3ccc(C(=O)Nc4ccccc4C(=O)O)cc3C2=O)cc1	19.2	1.02
Cc1cc(=O)oc2cc(OCc3ccc(Cl)c(Cl)c3)ccc12	9.1	1.1
O=C(CN1C(=O)/C(=C/c2ccccc2)SC1=S)Nc1nccs1	10.9	0.979
O=C(Nc1ccc(S(=O)(=O)Nc2nccs2)cc1)c1ccc2ccccc2c1	2.2	0.999
CCOC(=O)C1=C(CC)NC2=C(C(=O)CCC2)C1c1cc(OC)ccc1OC (stereo not given)	3.3	1.08
CNc1ccc([N+](=O)[O-])cc1-n1cnc(-c2ccccc2)c1	5.8	0.977
COc1ccc(NC2=CC(=O)CC(c3ccco3)C2)cc1OC (stereo not given)	-2.8	1.05
O=C(NCc1ccc2c(c1)OCO2)C1CC(=O)N(c2ccccc2)C1 (stereo not given)	14.7	1.06
Cc1cccc(OCc2nnc(NC(=O)Nc3ccc(Cl)cc3)s2)c1C	7.1	1.05
CC(C)OC(=O)NC(c1ccccc1)C(Cl)(Cl)Cl (stereo not given)	-0.3	1.03
O=C(Nc1ccc(F)cc1)c1ccc(-c2ccccc2)cc1	15.5	1.08
O=C(Nc1ccc(NC(=O)c2ccc(Cl)cc2Cl)cc1)c1ccccc1O	24.2	0.947
O=C(NC(=S)Nc1cccc(NC(=O)c2ccccc2Cl)c1)c1ccco1	44.1*	0.872
O=P(COCC1CCCO1)(c1ccccc1)c1ccccc1 (stereo not given)	0.7	1.03
Cc1ccc(NC(=O)c2ccccc2C(=O)O)c([N+](=O)[O-])c1	1.7	1.04

A draw from above in order of formula weight, descending:
Molecule	HCV NS3h FP	Cy5 interf NS3h
O=C(NC(=S)Nc1cccc(NC(=O)c2ccccc2Cl)c1)c1ccco1	44.1*	0.872
Cc1cccc(OCc2nnc(NC(=O)Nc3ccc(Cl)cc3)s2)c1C	7.1	1.05
COc1ccc(NC2=CC(=O)CC(c3ccco3)C2)cc1OC (stereo not given)	-2.8	1.05

Carrying on:
Molecule	HCV NS3h FP	Cy5 interf NS3h
CC(CCC(=O)Nc1ccc(F)cc1)CC(=O)Nc1ccc(F)cc1 (stereo not given)	9.7	1
O=C1NC(=O)N(c2ccc(Cl)cc2)C(=O)/C1=C/c1cc(Br)c(O)c([N+](=O)[O-])c1	21.5	1.07
O=C(CN(c1cccc(Br)c1)S(=O)(=O)c1ccccc1)Nc1ccccc1Cl	9.9	0.984
Cc1cc(C=C2C(=O)NC(=O)NC2=O)c(C)n1-c1ccc(Cl)cc1	-6.1	1.14
CC1CN(c2ccc([N+](=O)[O-])cc2Cl)CCN1S(=O)(=O)c1ccccc1 (stereo not given)	8.5	0.894
CCOc1ccc(C(=O)Nc2ccc(C(C)=O)cc2)cc1OCC	6.3	1
COc1ccc2oc(=O)c(C(=O)Nc3cc(Cl)ccc3OC)cc2c1	-1.0	1.03
CCCC(=O)NS(=O)(=O)c1ccc(NC(=O)c2ccc(Cl)cc2)cc1	-1.6	0.977
O=C(Nc1c(F)cc(F)cc1Br)c1cc2n(n1)C(C(F)(F)F)CC(c1cccs1)N2 (stereo not given)	11.4	0.927
Cc1ccc(-c2nnc(NC(=O)Nc3ccccc3)s2)cc1C	8.8	1.01
O=C(O)c1cc2ccc(O)cc2oc1=O	-10.4	0.914
Cc1ccc(C#CC#Cc2ccc(C)nc2)cn1	5.6	0.992
COc1cc(/C=C2/SC(=S)NC2=O)cc(Cl)c1O	19.1	0.977
O=C1CCC(C(=O)c2ccccc2)C(O)=C1C=NCCO (stereo not given)	0.9	1.06
O=[N+]([O-])c1cc(S(=O)(=O)N2CCN(c3ccccc3)CC2)ccc1Cl	3.6	0.971
CCOC(=O)c1ccccc1N1C(=O)C2C3C=CC(C3)C2C1=O (stereo not given)	7.9	0.931
COc1ccc(NC(=O)/C(C#N)=C/c2ccc(-c3ccc(Cl)cc3)o2)cc1	13.5	1.05
CCCc1cc2c(-c3ccccc3)cc(=O)oc2cc1OC	14.3	0.946
COc1ccc(C2NC(=O)NC3=C2CCc2ccccc23)cc1 (stereo not given)	-3.0	1.05
O=C(Nc1nc2ccccc2s1)c1ccc2c(c1)OCO2	9.7	0.992
COc1ccc(Br)cc1C(=O)Nc1ccc(C(C)=O)cc1	-9.6	1.04
COc1ccc(S(=O)(=O)N(CCc2ccccc2)CC(=O)Nc2ccc(Br)cc2)cc1OC	10.9	1.03
COc1cc(C2C(C(=O)OCCOc3ccccc3)=C(C)NC3=C2C(=O)CC(C)(C)C3)cc(OC)c1O (stereo not given)	2.9	0.979
COC(=O)c1cc(NC(=O)S(=O)(=O)c2ccc(C)cc2)cc(C(=O)OC)c1	12.6	0.93
O=C1c2c(Cl)c(Cl)c(Cl)c(Cl)c2C(=O)N1c1ncccn1	3.1	0.649*
CC(C)(C)c1ccc(Oc2coc3c(CN4CCOCC4)c(O)ccc3c2=O)cc1	11.5	0.996
COc1ccc(CNC(=O)c2cccc(F)c2)cc1	9.6	0.885
CCC(C(=O)NC(c1ccccc1)c1ccccc1)c1ccccc1 (stereo not given)	4.4	1.08
COc1cc([N+](=O)[O-])ccc1NC(=O)C(C)C	-1.6	1.05
COC(=O)c1ccc(/C=C2\SC(=S)N(c3cccc(C)c3C)C2=O)cc1	10.0	1.09
Cc1ccc(S(=O)(=O)N=C(N)c2ccc(F)cc2)cc1	4.2	0.928
Cc1ccc(C(=O)NCCN(C)C)cc1	17.2	1
N#Cc1c(-c2ccc(Cl)cc2)n(Cc2ccccc2)c(=O)n(Cc2ccccc2)c1=O	7.7	1.07
Cc1cn(S(=O)(=O)c2cc([N+](=O)[O-])ccc2C)cn1	1.9	1.04
O=C(Nc1ccccc1C(F)(F)F)c1cncc(Br)c1	3.2	0.995
Cc1cccc(N2C(=O)CC(SC(=N)N3N=C(c4cccs4)CC3c3ccc(Br)cc3)C2=O)c1 (stereo not given)	5.0	0.928
NS(=O)(=O)c1ccc(CCNC(=O)Nc2ccc(Cl)cc2)cc1	17.2	0.953
N#Cc1c(N)nc(SCC(=O)c2ccccc2)c(C#N)c1-c1ccc(Cl)cc1	-14.7	0.981
O=C(N/C(=C\c1cn(-c2ccccc2)nc1-c1ccccc1)C(=O)N1CCOCC1)c1ccccc1	19.4	1
COc1ccc2c(c1)C1=NN(/C(C)=C/C(C)=O)C(c3ccc(F)cc3)C1CC2 (stereo not given)	8.8	0.875
CSCCC(NC(=O)c1ccc(C)o1)C(=O)O (stereo not given)	-3.6	0.938
Cc1ccc(C(=O)NC2C(=O)N3C2SC(C)(C)C3C(=O)O)o1 (stereo not given)	4.1	1.1
COc1cc2ccccc2cc1C(=O)Nc1cccnc1	-15.3	1.06
Cn1cc(/C=C2/SC(=O)N(c3ccccc3)C2=O)c2ccccc21	5.7	1
CC(=O)C1=C(C)NC(=S)NC1c1cc([N+](=O)[O-])ccc1O (stereo not given)	2.6	0.952
CCOC(=O)C1=C(C)N(CC(C)C)C(=O)/C1=C\c1ccco1	9.1	1.05
Cc1ccc2oc(-c3cc(NC(=O)c4cccs4)ccc3O)nc2c1	-6.1	0.951
COc1ccc(CCNC(=O)CN(c2ccccc2C)S(C)(=O)=O)cc1OC	-1.3	1.03
O=C(NC(=S)Nc1ccc(C(=O)N2CCOCC2)cc1)c1cccs1	-9.5	1.06
N#Cc1ccccc1N=C1C(=O)Nc2ccccc21	3.6	1.08
COc1ccccc1N(CC(=O)Nc1cccc(Br)c1)S(=O)(=O)c1ccccc1	14.7	1.06
O=C(/C=N/O)NCCCNCc1ccccc1	-0.9	1.03
COc1ccc(N(CC(=O)Nc2ccc(OC)cc2OC)S(C)(=O)=O)cc1	1.6	0.996
COc1ccc(OC)c(C2C(=C(O)c3ccccc3)C(=O)C(=O)N2c2cccc(Cl)c2)c1 (stereo not given)	-0.7	0.963
COc1cccc(C(=O)N2N=C(c3cccc([N+](=O)[O-])c3)CC2(O)C(F)(F)F)c1 (stereo not given)	11.5	0.915
COc1ccc(/C=C2\C(=O)NC(=O)N(c3ccc(C)cc3)C2=O)cc1C(=O)O	16.7	1.05
CCOc1ccc(C=C2C(=O)N(C)C(=O)N(C)C2=O)cc1Cl	12.6	1.09
CC1CC(C)CN(C(=O)c2ccc(Cl)cc2)C1 (stereo not given)	-4.9	1.05
N#Cc1c(-c2ccco2)c2c([nH]c1=S)CCCC2	18.5	1.08
COc1cc(/C=C2/SC(=S)N(Cc3ccccc3)C2=O)ccc1OC(=O)c1cccs1	2.2	0.999

Part of the list above, with each value named:
Molecule: COc1ccccc1N(CC(=O)Nc1cccc(Br)c1)S(=O)(=O)c1ccccc1
  HCV NS3h FP: 14.7; Cy5 interf NS3h: 1.06
Molecule: COc1cc(/C=C2/SC(=S)N(Cc3ccccc3)C2=O)ccc1OC(=O)c1cccs1
  HCV NS3h FP: 2.2; Cy5 interf NS3h: 0.999
Molecule: CC1CC(C)CN(C(=O)c2ccc(Cl)cc2)C1 (stereo not given)
  HCV NS3h FP: -4.9; Cy5 interf NS3h: 1.05

The list continues.
Molecule	HCV NS3h FP	Cy5 interf NS3h
O=[N+]([O-])c1cccc(C2=Nc3ccc([N+](=O)[O-])cc3ON2)c1	2.2	0.743*
Cc1ccc2c(c1)c(-c1ccccc1)c(-c1ccccc1)n2CC(O)CN1C(=O)CSC1=O (stereo not given)	7.5	0.99
Cc1ccc(C)n1-c1cc(C(=O)O)ccc1O	96.1*	1.4*
COC(=O)C1=C(C(=O)OC)SC(=C2C(=S)C(C)(C)N(C(=O)c3cccc([N+](=O)[O-])c3)c3ccc(OC)cc32)S1	16.1	0.525*
COc1ccc(S(=O)(=O)Nc2ccc(I)cc2)cc1OC	14.3	0.89
O=C(CCN1C(=O)/C(=C\c2cccs2)SC1=S)N1CCOCC1	25.8	1.06
Cc1ccc(C(=O)CCNc2ccc(I)cc2)o1	2.9	1.01
COc1ccc(N(CC(=O)N2CCCC2)S(=O)(=O)c2ccc(C)cc2)cc1OC	-1.6	1.01
COC1(/C(N)=C/C(=O)c2ccccc2)CCCCC1	-10.4	0.943
O=C(NC(=S)Nc1ccc2oc(-c3cccc4c(Br)cccc34)nc2c1)c1ccco1	-3.6	0.991
CCn1c2ccccc2c2cc(CN3CCN(Cc4ccc(OC)cc4)CC3)ccc21	-1.9	1.04
O=C(Nc1ccc(Cl)cc1)N1CCCc2ccccc21	9.7	0.979
CCn1c2ccccc2c2cc(/C=N\NC(=O)c3cccc([N+](=O)[O-])c3)ccc21	5.8	0.957
CCCS(=O)(=O)c1c(S(=O)(=O)CCC)c2ccccn2c1C(=O)c1ccc([N+](=O)[O-])cc1	12.7	1.08
Cc1ccc(NC(=O)C(F)(F)F)cc1C	-0.3	0.971
COC(=O)c1cc(C(=O)NCc2ccccc2OC)cc([N+](=O)[O-])c1	11.6	0.996

In another format: two of the compounds above
Below each SMILES – HCV NS3h FP | Cy5 interf NS3h
COC1(/C(N)=C/C(=O)c2ccccc2)CCCCC1
    -10.4 | 0.943
Cc1ccc2c(c1)c(-c1ccccc1)c(-c1ccccc1)n2CC(O)CN1C(=O)CSC1=O (stereo not given)
    7.5 | 0.99

High-throughput results deposited in PubChem by Milwaukee Institute for Drug Discovery.
